From PubChem
PhoP GFP inhibition – PhoP regulon inhibitors, Salmonella typhi PhoP promoter GFP reporter, confirmatory (AID 1850); hit rate 0.33% among 310,000; inhibition, % at 50 µM, or IC50 in µM where a hit was titrated; Salmonella Typhi PhoP-promoter GFP reporter, fluorescence, 4 h; higher % means a stronger effect; in the data active = a potency from the dose series; inconclusive = inhibition mostly from about 25% at the one dose, without a potency; inactive = the rest, 99 in 100 with inhibition below about 19%;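 also: 0% = induced wells with vehicle and 100% = uninduced wells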
M. tuberculosis – growth inhibition of non-replicating M. tuberculosis (AID 488890); hit rate 0.39% among 320,000; Mycobacterium tuberculosis non-replicating, growth inhibition; higher % means a stronger effect; one-dose inhibition, % at 25 µM; IC50 in µM for titrated hits; in the data active = a potency from the dose series; inconclusive = inhibition mostly from about 82% at the one dose, without a potency; inactive = the rest, 99 in 100 with inhibition below about 76%;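 also: plate controls were DMSO cells for no effect and high antibiotic wells for full effect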
influenza NS1A – H1N1 influenza NS1A inhibitors, functional cell based assay (AID 504329); inhibition, % at 12.5 µM, or IC50 in µM where a hit was titrated; NS1A functional cell-based assay, percent inhibition; higher % means a stronger effect; hit rate 0.3% among 340,000; in the data active = a potency from the dose series; inconclusive = inhibition above about 27% without an active follow-up result; also: strong numbers were not always called active
VEEV TC-83 Vero – inhibitors of VEEV TC-83 cytopathic effect, confirmation, Vero cells (AID 588727) | Vero cells, VEEV TC-83 cytopathic effect inhibition; higher % means a stronger effect | hit rate 0.13% among 350,000 | inhibition, % at 20 µM, or IC50 in µM where a hit was titrated; in the data active = a potency from the dose series; inconclusive = inhibition mostly from about 14% at the one dose, without a potency; inactive = the rest, 99 in 100 with inhibition below about 12%; also: strong numbers were not always called active
M. tuberculosis HTS – M. tuberculosis growth inhibition, HTS (AID 449762). M. tuberculosis H37Rv growth inhibition, 7H9 media; higher % means a stronger effect. one-dose inhibition, % at 25 µM; IC50 in µM for titrated hits. hit rate 0.59% among 330,000; in the data active = a potency from the dose series; inconclusive = inhibition above about 70% without an active follow-up result;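 also: bacterial growth assessed after seven days of incubation; strong numbers were not always called active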
VEEV TC-83 Vero 10K pilot screen – recorded beside VEEV TC-83 Vero, whose call it bears; inhibition, %; measured here: 10K pilot screen inhibition
* = called active by the depositor; i = inactive; u = inconclusive; x = no result given. Rows are unselected; overall some 1.5% were active at least once.

SMILES	PhoP GFP inhibition	M. tuberculosis	influenza NS1A	VEEV TC-83 Vero	M. tuberculosis HTS	others
CCOC(=O)Nc1ccc2c(CN3C(=O)NC(CC)(CC)C3=O)cc(=O)oc2c1	0%	16%	x	x	-3%
Cc1ccc(-c2nnc(SCC(=O)n3c4c(c5ccccc53)CCCC4)o2)cc1	-4%	-9%	x	x	-2%
CCc1ccc(NC(=O)CSc2nc3[nH]ncc3c(=O)[nH]2)cc1	4%	34%	-10%	0.6%	7%
O=C(Nc1ccccn1)C12CC3CC(CC(C3)C1)C2	1%	x	-10%	i	x
Cc1ccc(S(=O)(=O)C(NC(=O)c2ccccc2)=C(Cl)Cl)cc1	-1%	7%	-12%	7.1%	-2%
O=C(CCn1c(=S)oc2ccccc21)NCCC1=CCCCC1	7%	-7%	10%	i	3%
CCCn1cc(S(=O)(=O)CC(=O)NC2CCCCC2)c2ccccc21	2%	8%	-6%	1.8%	-9%
Cc1cc(C)n2nc(C(=O)OCCOc3ccc(F)cc3)nc2n1	8%	1%	-12%	i	-1%
C=CCn1c(O)c(C(C)=Nc2cc(OC)ccc2OC)c(=O)[nH]c1=O	-9%	-14%	1%	4.6%	3%
COc1ccc(Nc2nc(N)c([N+](=O)[O-])c(NC3CCCCC3)n2)cc1	-2%	9%	4%	5.1%	9.8µM*
O=C(CSc1nnc(-c2ccc(OC(F)F)cc2)o1)NCc1cccs1	0%	u	2%	1.1%	-2%
Cc1ccc(-c2nnn3c2nc(Cl)c2ccccc23)cc1	x	x	-15%	>25µM*	x
CCN1CCN(c2c(C=O)c(Cl)nc3ccc(OC)cc23)CC1	-4%	34%	-1%	0.7%	6%
COc1ccc(CNC(=O)COc2cc(=O)n(C)c3ccccc23)cc1	-6%	26%	11%	i	1%
CCn1cc(C(=O)NNC(=O)c2ccc(Cl)cc2)c(=O)c2ccc(C)nc21	-11%	-1%	-6%	0.6%	-5%
COc1ccc(OC)c(NC(=O)C2CCCN2C(=O)C2CCC(C)CC2)c1 (stereo not given)	-5%	16%	-2%	0.3%	-6%
Cc1ccc(CSCCNC(=O)/C=C/c2ccc(Cl)cc2)cc1	-1%	13%	14%	i	6%
Cn1c(=O)[nH]c(=O)c2c1nc(N1CCOCC1)n2CCCSc1ncccn1	6%	5%	-17%	i	-8%
CCOc1ccc(/C=C2\SC(=O)N(CCNC(=O)C3COc4ccccc4O3)C2=O)cc1OC (stereo not given)	-7%	9%	-7%	6.0%	-14%
COc1ccc(-c2[nH]nc3c2C(c2ccsc2)C(C#N)=C(N)O3)cc1 (stereo not given)	-3%	9%	8%	2.3%	4%
COc1cc2c(cc1OC)CN(C(=O)c1nn(Cc3ccccc3)c(=O)c3ccccc13)CC2	x	41%	-6%	6.5%	10%
O=C(COC(=O)CCC(=O)c1ccc(F)cc1)NCc1ccc(Cl)cc1	x	37%	-2%	0.1%	0%
O=C(Cn1cc([N+](=O)[O-])cn1)Nc1ccn(Cc2c(F)c(F)cc(F)c2F)n1	8%	-11%	5%	2.6%	5%
Cc1cc(C)c(NC(=O)C2CCCN2CCOC(=O)c2cccc([N+](=O)[O-])c2)c(C)c1 (stereo not given)	-6%	36%	-6%	i	10%
Cc1nn(-c2ccccc2)c(C)c1NC(=O)COC(=O)c1ccc(Cl)c(N)c1	1%	-9%	-3%	9.1%	-1%
The list goes on.
SMILES	PhoP GFP inhibition	M. tuberculosis	influenza NS1A	VEEV TC-83 Vero	M. tuberculosis HTS	others
COc1cccc(NC(=O)CSc2nnc(CNC(=O)c3ccco3)n2C)c1	5%	-20%	-8%	0.2%	-1%
CC1CCCN(C(=O)CSc2nnc(-c3c[nH]c4ccccc34)o2)C1 (stereo not given)	3%	u	5%	i	1%
Cc1ccc(NC(=O)COc2cccnc2[N+](=O)[O-])cc1S(=O)(=O)N1CCOCC1	10%	12%	6%	6.8%	-3%
COC(=O)C1=C(C)N(Cc2ccccc2)C(=S)N[C@H]1c1cccc(F)c1	5%	13%	-5%	2.2%	1%	VEEV TC-83 Vero 10K pilot screen=3.2
C=CCn1c(NCc2ccc3c(c2)OCO3)nc2ccccc21	-2%	7%	-2%	1.2%	2%
COc1ccc(-c2cc(NC(=O)c3cncn3-c3ccccc3)ccc2OC)cc1	0%	4%	8%	3.6%	-1%
CCOc1ccc(N2C(=O)CC(SC(=NC)Nc3cccc(OC)c3)C2=O)cc1 (stereo not given)	-4%	4%	-6%	1.8%	0%
O=C(COC(=O)c1ccc(Cl)nc1)NC1CCCCCC1	x	60%	8%	0.2%	2%
COc1cc(-c2nc3ccc(C)cn3c2NCc2ccccc2)ccc1SC1CCCCC1	0%	30%	-4%	3.7%	u
COc1ccc(S(=O)(=O)N2CCOCC2)cc1NC(=O)COc1cccnc1[N+](=O)[O-]	11%	5%	3%	2.4%	3%
CC1CCCN(CC(=O)NNC(=O)COc2ccc(Br)cc2)C1 (stereo not given)	x	-1%	-11%	0.8%	9%
CCOC(=O)c1c(N)sc2c1C1CCN2CC1	14%	-2%	-7%	1.0%	-2%
O=C(N/N=C/c1cccc(Oc2ccc([N+](=O)[O-])cc2[N+](=O)[O-])c1)c1cncc(Br)c1	-10%	30%	-2%	1.1%	u
S=C(Nc1cc(Cl)ccc1Cl)Nn1cnnc1	-5%	68%	x	0.9%	0%
O=C(Nc1ccccc1-c1nc2ccccc2[nH]1)c1sc2ccccc2c1Cl	-3%	-4%	x	x	9%
COc1ccc(N(CC(=O)NCCC(C)C)C(=O)c2snc(C(=O)NC3CCCCC3)c2N)c(OC)c1	x	x	-7%	2.3%	x
CN(C)C(=O)c1ccc(NC(=O)c2cccc(S(=O)(=O)N3CCCc4ccccc43)c2)cc1	5%	66%	-1%	5.9%	59%
CC1(C)CC(=O)C(C(=O)Cc2ccccc2[N+](=O)[O-])C(=O)C1	2%	3%	-9%	i	-2%
O=C(Nc1cc(Cl)cc(Cl)c1)c1cnn2cccnc12	-1%	6%	11%	7.5%	-6%
COc1ccc(CC(=O)NC2CCN(Cc3nnnn3C(C)(C)C)CC2)cc1OC	-4%	-6%	-6%	i	2%
COC(=O)c1ccc[n+](CC(=O)c2ccc(Br)cc2)c1	11%	17%	-1%	0.6%	-8%
CCOc1ccc(NC(=O)CSc2nnc(C34CC5CC(CC(C5)C3)C4)n2C)cc1	11%	15%	-4%	i	-3%
CC(NC(=O)COC(=O)c1cc2ccccc2cc1O)c1ccccc1 (stereo not given)	x	x	6%	i	x
C=CCn1c(SCC(=O)N(C(C)CC)C2CCS(=O)(=O)C2)nc2ccccc2c1=O (stereo not given)	x	x	-6%	7.2%	x
O=CNc1cc2c(cc1Br)-c1ccccc1C2O (stereo not given)	x	x	-11%	1.8%	x
Next entries follow.
SMILES	PhoP GFP inhibition	M. tuberculosis	influenza NS1A	VEEV TC-83 Vero	M. tuberculosis HTS	others
CCCCOc1cccc(NC(=O)CSc2nccn2C)c1	-10%	12%	-6%	1.3%	x
COc1ccc(CN2CCNC(=O)C2CC(=O)NCCc2nc(C)c(C)s2)cc1C (stereo not given)	1%	15%	4%	0.5%	5%
COc1ccc(C(CNC(=O)C2COc3ccccc3O2)N2CCCC2)cc1 (stereo not given)	x	7%	-4%	i	-5%
O=c1c2c(-c3cccs3)csc2ncn1/N=C/c1ccccn1	-18%	24%	10%	2.3%	-14%
Cc1ccc(-n2nnnc2SCc2nc3sc(C)c(C)c3c(=O)[nH]2)cc1	-16%	-5%	-5%	0.3%	2%
CC(Oc1ccc(Cl)cc1Cl)C(=O)/C=C/N(C)C (stereo not given)	4%	20%	-8%	i	8%
Cc1ccc(-n2c([C@@H]3C[C@H]3c3ccccc3)n[nH]c2=S)cc1	6%	-10%	-4%	1.5%	2%
O=C(Nc1ccc(Cl)cc1)N1CCN(c2ncccn2)CC1	-3%	14%	-2%	2.1%	29%
CCOc1ccc2nc3c(cc2c1)CN(CCOC)C(=NC)S3	7%	-10%	-12%	0.1%	0%
O=C(NCCCn1ccnc1)c1cccc(S(=O)(=O)Nc2ccc(F)cc2)c1	x	x	-13%	1.6%	x
Cn1c(NC(=O)C[n+]2cc(-c3ccc(F)cc3)n3c2CCC3)cc(=O)n(C)c1=O	-1%	-14%	-5%	0.8%	-6%
CC(C)(C)C(=O)NC1CC2CCCC(C1)N2C(=O)Nc1cccc(Cl)c1 (stereo not given)	-3%	3%	-4%	i	4%
Cc1ccc(NS(=O)(=O)N2CCOCC2)cc1Cl	-6%	-8%	6%	1.4%	-11%
CC(C)COC(=O)NCC12C=CC(O1)C1C(=O)N(c3ccc(Cl)cc3)C(=O)C12 (stereo not given)	14%	-5%	4%	0.7%	-3%
CCCN(CC(=O)Nc1ccccc1OC)C(=O)CC1CCCC1	x	-10%	-8%	1.8%	7%
CCOC(=O)Nc1ccc2c(c1)N(C(=O)N(C)C)c1ccccc1CC2	-7%	-8%	-2%	1.9%	8%
CSc1nsc(SC)c1NC(=O)OCC1CCCO1 (stereo not given)	-1%	8%	-1%	i	-7%
CCCOc1ccc([N+](=O)[O-])cc1C1NC(=S)NC(c2ccccc2)=C1C(=O)OCC (stereo not given)	2%	60%	9%	9.2%	-1%
CC1C2C(C)N(C)C(=O)N(C)C2N(C)C(=O)N1C (stereo not given)	-9%	4%	-3%	1.2%	-8%
O=C(/C=C/c1ccco1)Nc1cccc(S(=O)(=O)N2CCOCC2)c1	-5%	14%	-10%	0.9%	5%
CC1CN(S(=O)(=O)c2ccc(C(=O)N3c4ccccc4CC3C)cc2)CC(C)O1 (stereo not given)	x	-4%	-1%	1.0%	-5%
Cc1cc(Cl)ccc1OCC(=O)NNC(=O)C1CCCO1 (stereo not given)	2%	-20%	-13%	i	5%
CC(C)(C)c1nnc(NS(=O)(=O)c2ccc(F)cc2)s1	x	x	2%	0.1%	x
COc1cccc(-c2nc3ccccc3c(=O)o2)c1	-3%	u	-1%	3.1%	23%
O=C(N/N=C/c1ccoc1)c1cccc(OC(F)(F)C(F)F)c1	8%	8%	-3%	2.0%	2%
Further records follow.
SMILES	PhoP GFP inhibition	M. tuberculosis	influenza NS1A	VEEV TC-83 Vero	M. tuberculosis HTS	others
Cc1ccnn1-c1ccc(C(=O)NCc2ccccc2CN2CCOCC2)cc1	x	19%	-7%	1.4%	0%
Cc1cccc(NC(=O)Nc2cccnc2)c1C	-9%	-19%	-10%	4.8%	-8%
Oc1ccccc1N1CCN(c2ncnc3sc(-c4ccccc4)cc23)CC1	-3%	19%	13%	8.8%	u
CC12CCC(C(=O)Nc3ccccc3)(C/C1=N\O)C2(C)C (stereo not given)	-4%	-22%	-22%	1.5%	-1%
CCN1CC=C2C(C1)C(c1ccc(Cl)s1)C(C#N)=C(N)C2(C#N)C#N (stereo not given)	-38%	18%	8%	5.8%	-13%
CC(C)(C)C1CCC(=O)N(CCSc2ccccc2)CC1 (stereo not given)	-6%	49%	0%	0.1%	-3%
CC(C)(C)c1ccc(C(=S)N2CCN(c3ccccc3)CC2)cc1	4%	9%	-3%	i	5%
NC(=O)C1CCN(CCS(=O)(=O)c2ccc(Cl)cc2)CC1	-5%	u	2%	0.1%	0%
Cc1cc(NC(=O)COC(=O)COc2ccc3c4c(c(=O)oc3c2)CCC4)no1	0%	-10%	-5%	3.5%	0%
CCC(C)c1ccccc1NC(=O)CN(CC)CC(=O)Nc1ccc2c(c1)OCCO2 (stereo not given)	x	22%	-10%	3.1%	5%

Three entries already listed, ordered by molecular weight, falling:
SMILES	PhoP GFP inhibition	M. tuberculosis	influenza NS1A	VEEV TC-83 Vero	M. tuberculosis HTS	others
Cc1cc(NC(=O)COC(=O)COc2ccc3c4c(c(=O)oc3c2)CCC4)no1	0%	-10%	-5%	3.5%	0%
CCN1CC=C2C(C1)C(c1ccc(Cl)s1)C(C#N)=C(N)C2(C#N)C#N (stereo not given)	-38%	18%	8%	5.8%	-13%
CC(C)(C)c1ccc(C(=S)N2CCN(c3ccccc3)CC2)cc1	4%	9%	-3%	i	5%

Quoted at random: five entries already listed, in no set order.
SMILES	PhoP GFP inhibition	M. tuberculosis	influenza NS1A	VEEV TC-83 Vero	M. tuberculosis HTS	others
CN(C)C(=O)c1ccc(NC(=O)c2cccc(S(=O)(=O)N3CCCc4ccccc43)c2)cc1	5%	66%	-1%	5.9%	59%
CCN1CC=C2C(C1)C(c1ccc(Cl)s1)C(C#N)=C(N)C2(C#N)C#N (stereo not given)	-38%	18%	8%	5.8%	-13%
CC(Oc1ccc(Cl)cc1Cl)C(=O)/C=C/N(C)C (stereo not given)	4%	20%	-8%	i	8%
CC1(C)CC(=O)C(C(=O)Cc2ccccc2[N+](=O)[O-])C(=O)C1	2%	3%	-9%	i	-2%
Cc1cccc(NC(=O)Nc2cccnc2)c1C	-9%	-19%	-10%	4.8%	-8%
